High-throughput results deposited in PubChem by several laboratories.
L major viab = Leishmania major promastigote growth inhibition, primary screen. Leishmania major promastigotes, resazurin fluorescence viability. inhibition, % at 10 µM. 200,000 compounds, 9% hits. AID 1063, 2008; in the data active means inhibition above about 50%;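 further: promastigotes grown with compound for 44 hours at 28 °C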
SRC2 TRFRET art = TR-FRET signal artefacts, primary screen, artefact control for PPARgamma SRC-2 agonist project, biochemical; TR-FRET artefact counter-screen; active compounds read high; TR-FRET ratio at 8 µM; 200,000 compounds, 0.4% hits; AID 1049, 2008; in the data active means TR-FRET ratio above about 2000; further: inactives centre near 1500
Redox H2O2 prof = compounds producing H2O2 with reducing agent – biochemical, NIH compound library profiling, artefact control for MLSCN library redox annotation, primary screen. 200,000 compounds, 0.03% hits. DTT-dependent redox cycling H2O2, phenol red/HRP absorbance; 100% = 100 µM peroxide control, 0% = buffer. AID 878, 2007. activation, % at 10 µM;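 active means activation of at least 50% relative to the plate's high and low controls in the primary single-dose screen; inactive means activation below 50%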;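 further: compound incubated with DTT at 0.8 mM final as the reducing agent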
PPARg SRC-3 ag = PPARgamma agonists recruiting SRC-3 coactivator, primary screen, biochemical; Peroxisome proliferator-activated receptor gamma (Homo sapiens), P37231; biochemical PPARgamma/SRC-3 coactivator recruitment assay; activation, % at 8 µM; 200,000 compounds, 0.26% hits; AID 731, 2007; in the data active means activation above about 23%;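 further: 0% = DMSO and 100% = reference agonist; some compounds past the cut are filed as inactive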
Target sequence (P37231 whole entry, looked up): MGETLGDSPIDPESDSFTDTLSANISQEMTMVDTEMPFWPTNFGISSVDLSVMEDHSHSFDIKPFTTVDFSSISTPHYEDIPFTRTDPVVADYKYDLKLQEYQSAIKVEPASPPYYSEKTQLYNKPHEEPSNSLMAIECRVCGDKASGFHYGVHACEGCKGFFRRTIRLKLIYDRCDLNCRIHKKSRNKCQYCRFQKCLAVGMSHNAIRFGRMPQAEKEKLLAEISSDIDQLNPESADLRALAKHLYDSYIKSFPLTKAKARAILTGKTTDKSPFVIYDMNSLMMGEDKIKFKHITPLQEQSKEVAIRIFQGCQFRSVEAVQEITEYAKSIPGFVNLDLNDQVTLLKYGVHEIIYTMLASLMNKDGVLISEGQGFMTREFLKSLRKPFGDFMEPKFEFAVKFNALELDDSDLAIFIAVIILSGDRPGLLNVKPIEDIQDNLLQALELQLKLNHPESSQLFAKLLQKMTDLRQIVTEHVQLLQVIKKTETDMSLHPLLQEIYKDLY
S1P3 antag = S1P3 receptor antagonists, primary screen, cell-based; Sphingosine 1-phosphate receptor 3 (Homo sapiens), Q99500; CHO S1P3 NFAT-BLA reporter, FRET fluorescence, antagonist mode; inhibition, % at 4.98 µM; 170,000 compounds, 0.27% hits;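 active means inhibition above the plate cutoff, the mean inhibition of test wells on that plate plus 3 SD, cut at about 28% in these data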;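 further: cells challenged with S1P at its EC80 of 0.8 µM; blue over green emission ratio from cleaved BLA substrate after 4 h stimulation; 0% = S1P-stimulated wells and 100% = unstimulated DMSO-only wells; some compounds past the cut are filed as inactive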
ROMK mod = ROMK potassium channel modulators, primary screen, cell-based, thallium flux, MLSMR library | ATP-sensitive inward rectifier potassium channel 1 (Homo sapiens), P48048 | Tet-inducible ROMK, thallium flux fluorescence; actives lie on both sides | B-score at 10 µM | 130,000 compounds, 2% hits | AID 1918, 2009;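 active means signal ratio slope over the read window, or its plate-corrected B-score, at least 3 SD from the plate mean, either direction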;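 further: B-score of the F/F0 ratio slope over 7 to 12 s after thallium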
Target sequence (P48048 whole entry, looked up): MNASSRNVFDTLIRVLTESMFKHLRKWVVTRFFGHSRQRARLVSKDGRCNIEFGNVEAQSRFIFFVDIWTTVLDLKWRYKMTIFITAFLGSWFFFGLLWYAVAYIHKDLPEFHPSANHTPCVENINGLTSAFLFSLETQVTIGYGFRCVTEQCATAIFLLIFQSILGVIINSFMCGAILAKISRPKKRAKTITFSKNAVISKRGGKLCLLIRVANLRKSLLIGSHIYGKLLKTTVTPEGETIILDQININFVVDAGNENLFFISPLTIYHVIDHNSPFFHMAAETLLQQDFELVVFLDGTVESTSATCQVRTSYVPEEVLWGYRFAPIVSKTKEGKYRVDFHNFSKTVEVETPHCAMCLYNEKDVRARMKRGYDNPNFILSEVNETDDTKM
RAM inhibit = inhibitors of the yeast RAM network, primary screen, dse1pr::URA3 reporter, 5-FOA selection; S. cerevisiae dse1pr::URA3 reporter, 5-FOA growth OD615, 2 d; analog-sensitive cbk1-as2 kinase mutant strain; inhibition, % at 50 µM; 190,000 compounds, 1.8% hits; AID 868, 2007;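 active means inhibition above a set limit, 3 SD over mean compound inhibition, cut at about 8.4% in these data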;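 further: 0% = DMSO-only wells with no growth and 100% = 10 µM 1-NA-PP1 full growth; inhibition rescues growth on 5-FOA so higher OD means more RAM inhibition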
PPARg SRC-1 ag = PPARgamma agonists recruiting SRC-1 coactivator, primary screen, biochemical; Peroxisome proliferator-activated receptor gamma (Homo sapiens), P37231; PPARgamma-SRC-1 coactivator recruitment biochemical assay; activation, % at 8 µM; 200,000 compounds, 0.41% hits; AID 631, 2007; in the data active means activation above about 19%;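 further: 0% = DMSO and 100% = reference agonist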
HMGR II inh = inhibitors of E. faecalis class II HMGR, primary screen, biochemical, Enterococcus faecalis; HMG-CoA reductase (Enterococcus faecalis, mvaE); inhibition, % at 10 µM; 190,000 compounds, 0.41% hits; purified E. faecalis HMGR, NADPH absorbance 340 nm kinetic;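 active means inhibition above a set limit, the median over all tested compounds plus 3 SD, cut at about 9.5% in these data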;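 further: enzyme runs in reverse so mevalonate oxidation gives rising NADPH absorbance; 0% = complete reaction with DMSO and 100% = background rate lacking mevalonate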
bIAP inhibitor = bovine intestinal alkaline phosphatase inhibitors, primary screen, selectivity assay for TNAP inhibitor project, biochemical, bovine IAP, CDP-star luminescence | alkaline phosphatase, intestinal [Bos taurus] | purified bovine IAP, 30 min | inhibition, % at 20 µM | 190,000 tested, under 10 active;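 active means over 50% inhibition of intestinal alkaline phosphatase at 20 µM in the single-dose screen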
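test system = bovine IAP enzyme | medium = DEA buffer 100 mM, pH 9.8, with MgCl2 1.0 mM, ZnCl2 0.02 mM | detection = luminescence | dosing = single compound dose of 20 µM, 2% DMSO final | incubation = 30 min reaction at room temperature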
PPARg SRC-2 ag = agonists of PPARg-SRC-2 recruitment, primary screen, biochemical, HTS; Peroxisome proliferator-activated receptor gamma (Homo sapiens), P37231; PPARgamma LBD-SRC-2 recruitment; activation, % at 8 µM; 200,000 compounds, 0.34% hits; AID 1032, 2008; in the data active means activation above about 22%;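 further: 0% = vehicle and 100% = reference agonist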
* marks the source's active call; other numbers are inactive results; / = no result given. The order is random (roughly 13% active in at least one column).

SMILES	L major viab	SRC2 TRFRET art	Redox H2O2 prof	PPARg SRC-3 ag	S1P3 antag	ROMK mod	RAM inhibit	PPARg SRC-1 ag	HMGR II inh	bIAP inhibitor	PPARg SRC-2 ag
Cc1ccccc1-c1nc(CN(Cc2c(C)nn(C)c2C)C2CC2)c(C)o1	2.3	1596	-0.1	4.2	18.9	/	0.4	2.4	-9.8	-11.2	5.7
CCOC(=O)c1cnc(-n2nc(C)cc2C)nc1Nc1ccc(OC)cc1	9.2	1609	-4.2	-2.1	/	0.865	2.1	4.7	-2.5	17.4	-1.2
CC(=O)OCCn1c(Br)nc2c1c(=O)[nH]c(=O)n2C	-7.3	1453	2.2	1.7	-5.8	0.991	1.1	-1.3	-5.7	-2.3	2.0
O=S1(=O)CCN(Cc2ccccc2C(F)(F)F)CC1	-4.4	1574	-0.9	3.9	-30.9	-0.0503	0.4	8.0	-4.7	6.5	3.0
CC(=O)NC(c1cccc([N+](=O)[O-])c1)c1c(OC(C)=O)ccc2ccccc12 (stereo not drawn)	71.4*	1673	-0.2	4.7	/	-0.747	1.1	2.2	-1.9	/	-4.2
COc1ccc(O)c(/C=N/NC(=O)CSc2nnc(C)n2-c2ccccc2)c1	0.3	1534	-3.3	-1.0	/	/	-0.1	7.0	-3.4	-25.2	8.7
COc1ccc(Br)cc1/C=N/NC(=O)C(c1ccncc1)N1CCOCC1 (stereo not drawn)	29.3	1829	-0.5	-0.2	3.5	/	0.4	2.7	-7.3	14.9	4.7
Clc1ccccc1OCc1nc(-c2ccc(Br)o2)no1	-1.3	1321	-0.9	-3.4	/	/	0.5	-8.7	3.3	/	-3.9
O=C1CCCN1CCCN=c1c([N+](=O)[O-])nn(-c2ccc(Cl)cc2)n1O	73.0*	1562	-0.5	3.9	-2.6	0.0489	1.0	2.6	-4.4	8.1	3.0
CCN(CC)S(=O)(=O)c1ccc(NCc2ccccc2)nc1	2.8	1579	-0.9	-1.9	8.3	/	1.3	5.4	3.1	12.0	4.2
Cc1cccc(N2CCN(C(=O)CCN3C(=S)NC(C)(C)CC3C)CC2)c1C (stereo not drawn)	65.2*	1368	0.6	5.3	-6.1	0.587	-0.9	1.4	-0.8	26.7	0.9
Cn1c(SCc2ccc(C(=O)Nc3nccs3)cc2)nnc1-c1ccccc1	-3.7	1598	0.1	-0.1	/	2.8	1.6	-0.7	-0.6	9.5	8.3
Cc1ccc2c(c1)nc(NCCO)n2C	1.4	1435	-0.1	4.8	-11.6	-0.387	1.9	3.0	-2.5	2.9	6.1
CCn1cnc2c1c(=O)n(CC(=O)Nc1cc(C)on1)c(=O)n2Cc1ccccc1	1.1	1529	1.3	3.6	4.1	-0.0339	0.9	1.4	-2.9	-14.0	5.2
CN1C(=O)CS(=O)c2ccc(C(=O)NCCC3=CCCCC3)cc21 (stereo not drawn)	-8.4	1595	-0.6	-3.5	-23.4	/	0.5	5.9	-1.2	10.3	-7.6
Cc1cc(C)c2c3c(cn2n1)c(=O)n(C)c(=O)n3C	3.6	1514	-0.1	5.4	/	/	/	-1.2	/	/	8.0
COc1ccc(N2C(=O)C3CC(C)=C(C)CC3C2=O)c(OC)c1 (stereo not drawn)	-4.8	1476	0.1	-11.4	-31.8	0.291	0.5	-0.3	-0.9	-1.0	4.9
CC(=O)Nc1ccc(S(=O)(=O)Nc2ccc(-c3ccc4nnc(C)n4n3)cc2)cc1	-6.3	1569	-0.1	1.1	-11.2	1.46	1.2	8.1	0.6	-17.6	-0.1
Cc1cc(Br)ccc1NC(=O)CCSc1ccccc1	-2.7	1574	1.1	3.8	/	0.187	3.1	1.3	-3.0	1.7	7.3
Cc1cc(=O)oc(C)c1C(=O)OCC(=O)c1ccc(Cl)cc1	2.5	1475	2.2	7.2	/	/	0.9	6.9	-3.7	4.4	4.1
Cc1cccc(NC(=O)c2ccc(-n3ccnc3)nc2)c1	10.6	1514	3.5	-4.1	/	/	0.8	4.9	-1.5	7.1	1.6
Cc1cccc(N2CCN(C(=O)CCc3nc4ccccc4[nH]3)CC2C)c1 (stereo not drawn)	-3.6	1515	-0.6	-6.0	/	/	0.3	-1.0	-5.1	-37.1	-8.0
O=C(c1ccccc1[N+](=O)[O-])N1CCc2ccccc2C1	-8.7	1626	0.1	-4.0	-10.8	-0.0413	-0.3	-3.3	-2.1	4.5	1.9
CCOC(=O)/C=C/S(=O)(=O)c1ccc(NC(C)=O)cc1	-3.7	1405	1.2	-2.1	-7.1	/	2.6	2.5	-2.4	6.3	-3.6
CCOC(=O)C1(Cc2ccccc2C(F)(F)F)CCN(C(C)COC)CC1 (stereo not drawn)	10.1	1496	-0.5	-2.4	13.9	-0.346	1.9	0.6	-6.6	-5.5	-4.0

Limited to PPARg SRC-1 ag, for two of the compounds above:
Structure	PPARg SRC-1 ag
Clc1ccccc1OCc1nc(-c2ccc(Br)o2)no1	-8.7
O=C(c1ccccc1[N+](=O)[O-])N1CCc2ccccc2C1	-3.3

Next part.
SMILES	L major viab	SRC2 TRFRET art	Redox H2O2 prof	PPARg SRC-3 ag	S1P3 antag	ROMK mod	RAM inhibit	PPARg SRC-1 ag	HMGR II inh	bIAP inhibitor	PPARg SRC-2 ag
Cc1ccc(NC(=O)NN(C)c2c(Cl)c(Cl)nn2C)cc1	-8.5	1674	-1.0	2.2	-16.8	0.346	2.6	-1.5	-4.6	-6.5	8.5
CC(C)(C)c1ccc(OC(=O)CN2C(=O)C3C4CCC(C4)C3C2=O)cc1 (stereo not drawn)	10.5	1438	-0.1	1.6	-7.8	1.14	2.0	-0.5	-5.2	-21.1	-3.6
CCCOC(=O)CCCCCCCCC(O)CN1CCCCC1 (stereo not drawn)	-0.7	1666	-0.4	-2.0	-3.2	-1.54	-0.7	5.6	-1.6	-28.7	6.8
COCCNC(=O)c1c(C)cc(C)cc1C	-6.9	1630	0.7	1.2	14.6	0.327	0.5	10.3	-8.2	-9.3	2.3
Cc1[nH]c2ccccc2c1CCC(N)=O	-5.1	1532	0.3	-4.2	3.9	/	2.5	1.1	-8.8	27.1	6.1
CCCCOc1ccc(CSc2nncn2N)cc1	-4.7	1507	-0.7	8.0	-14.0	0.866	0.1	9.8	-3.0	13.7	3.9
CCNC(=O)N1CCNC(=O)C1CC(=O)Nc1ccc(C(=O)OCC)cc1 (stereo not drawn)	-5.3	1574	-1.2	6.3	-20.9	/	0.9	1.8	-1.8	7.7	4.9
S=c1[nH]nc(-c2ccncc2)n1CC1CCCO1 (stereo not drawn)	-1.9	1630	0.7	1.7	6.1	/	1.5	0.1	2.3	12.7	7.9
CCOc1nnc(C)c2c(C)n(-c3ccc(Cl)cc3)nc12	2.1	1484	-4.0	-2.4	/	/	2.0	2.0	4.2	1.8	3.5
COc1ccccc1N1CCN(Cc2ccco2)CC1	11.9	1484	-3.5	4.0	-15.3	0.0991	1.2	-3.0	1.2	-0.1	8.0
Cc1ccc(N2CC(C(=O)N/N=C/c3sccc3C)CC2=O)cc1 (stereo not drawn)	2.8	1399	-0.2	-2.6	8.3	/	1.1	-8.7	-1.8	6.1	-1.4
O=C1CC(c2ccc(F)cc2)CC(O)=C1C=NCCN1CCN(C(=O)Nc2ccccc2)CC1 (stereo not drawn)	0.2	1759	0.0	1.7	-9.3	/	0.4	4.5	-2.0	-15.7	-4.8
Cc1nn(Cc2c(Cl)cccc2Cl)c(C)c1C(=O)NCc1ccc(C)n1C	-2.6	1329	0.7	-4.2	/	-2.77	2.4	-0.9	-3.3	5.9	-4.7
COc1cccc(-c2nnc3sc(-c4cccs4)nn23)c1	-3.3	1414	-0.4	-6.3	/	0.148	5.4	0.1	-15.7	2.7	-2.7
CC(C)C(=O)n1nc(-c2cccnc2)nc1NCc1ccc(F)cc1	9.3	1461	1.1	0.9	1.3	-1.59	-0.6	-6.9	1.2	-6.2	2.8
O=C(Nc1sc2c(c1C(=O)O)CCC2)c1ccco1	-2.7	1391	0.3	-6.5	/	/	5.2	-1.2	-3.4	0.3	-4.5
COc1ccc(CN(C(=O)c2cccs2)c2ccccc2)cc1	-1.1	1689	-0.7	2.0	2.6	0.0302	1.8	2.5	-6.7	13.1	-3.6
O=C(C1=C[C@@H](c2coc3ccccc3c2=O)C[C@@H](OCCCCO)O1)N1CCOCC1	6.0	1522	0.4	-2.0	-22.6	/	2.6	3.1	2.7	-8.4	-4.3
Cc1occc1C(=O)N/N=C/c1ccc(Br)s1	0.9	1634	0.1	7.1	-11.8	-0.104	2.9	22.2*	-2.6	3.9	5.8
CC1(C)CC(=O)c2cc3c(N)c(C(=O)NCc4ccccc4)sc3nc2C1	-0.8	1548	0.8	-8.2	/	/	5.5	0.4	-2.5	4.2	-4.0
COc1ccc(NC(=O)CSc2nnc(-c3cccs3)n2-c2ccccc2)cc1	-6.2	1340	0.1	8.0	-4.6	0.697	4.4	0.1	1.2	24.9	3.0
COc1cc(NC(=O)Cn2cnc3sc(C)c(S(=O)(=O)N4CCN(C)CC4)c3c2=O)cc(OC)c1OC	-5.6	1598	-6.7	7.4	-4.1	-0.393	0.9	7.2	-9.1	-21.2	6.2
COc1ccc2c(c1)[nH]c1c(=O)n(N)cnc12	3.7	1352	-0.6	5.1	-15.3	-0.129	2.6	8.3	-5.5	-1.2	5.4
CN(C)/C=C1\N=C(c2cccs2)OC1=O	-0.6	1504	2.4	-8.1	/	0.427	0.1	-6.1	-4.2	3.4	-7.0
CCOc1ccc(C(=O)NC(=S)Nc2ccc(N3CCC(C)CC3)cc2)cc1[N+](=O)[O-]	87.1*	1757	-2.8	-2.2	/	/	3.6	5.0	-7.7	9.8	-4.3

Structures shown so far that have a CF3 group, in the order listed:
SMILES	L major viab	SRC2 TRFRET art	Redox H2O2 prof	PPARg SRC-3 ag	S1P3 antag	ROMK mod	RAM inhibit	PPARg SRC-1 ag	HMGR II inh	bIAP inhibitor	PPARg SRC-2 ag
O=S1(=O)CCN(Cc2ccccc2C(F)(F)F)CC1	-4.4	1574	-0.9	3.9	-30.9	-0.0503	0.4	8.0	-4.7	6.5	3.0
CCOC(=O)C1(Cc2ccccc2C(F)(F)F)CCN(C(C)COC)CC1 (stereo not drawn)	10.1	1496	-0.5	-2.4	13.9	-0.346	1.9	0.6	-6.6	-5.5	-4.0
